# Compound activity as filed in PubChem.
# RXFP1 antag: qHTS Assay for Antagonists of the Relaxin Receptor RXFP1; hit rate 0.59% among 350,000; HEK293-RXFP1, relaxin-stimulated cAMP HTRF, 30 min; stronger effect = lower value; Relaxin receptor 1 (Homo sapiens), Q9HBX9; activity change, negative = inhibition, % at 57.5 µM;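 active = activity change of -60% or lower, but not beyond a set lower limit; inconclusive = change between -60% and -40%, or beyond the set limit; inactive = change above -40%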; also: % is scaled to controls: 0 for no effect and ±100 for the full control effect
# D1 ag: Allosteric Agonists of the Human D1 Dopamine Receptor: qHTS; HEK293 T-REx D1 cells, calcium flux, agonist mode; activation, % at 2 µM; hit rate 1% among 360,000; AID 504660, 2011; also: 0% is about no effect
#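 Inducible HEK293 T-REx D1 cells, force-coupled to calcium signalling, were plated at 4000 cells/well with tetracycline and held overnight at 30 C. After no-wash calcium dye loading, compound-evoked calcium rise over 180 s flagged agonists.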
# D2 ag: HTS Assay for Allosteric Agonists of the Human D2 Dopamine Receptor: Primary Screen for Agonists; D(2) dopamine receptor (Homo sapiens), P14416; HEK293 T-REx D2 cells, calcium flux agonist mode; activation, % at 2 µM; hit rate 0.53% among 340,000;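 active = activation over 3 SD above normal in the single-dose calcium agonist read, cut at about 30% in these data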; also: 0% is about no effect
# Target sequence (P14416 whole entry, looked up): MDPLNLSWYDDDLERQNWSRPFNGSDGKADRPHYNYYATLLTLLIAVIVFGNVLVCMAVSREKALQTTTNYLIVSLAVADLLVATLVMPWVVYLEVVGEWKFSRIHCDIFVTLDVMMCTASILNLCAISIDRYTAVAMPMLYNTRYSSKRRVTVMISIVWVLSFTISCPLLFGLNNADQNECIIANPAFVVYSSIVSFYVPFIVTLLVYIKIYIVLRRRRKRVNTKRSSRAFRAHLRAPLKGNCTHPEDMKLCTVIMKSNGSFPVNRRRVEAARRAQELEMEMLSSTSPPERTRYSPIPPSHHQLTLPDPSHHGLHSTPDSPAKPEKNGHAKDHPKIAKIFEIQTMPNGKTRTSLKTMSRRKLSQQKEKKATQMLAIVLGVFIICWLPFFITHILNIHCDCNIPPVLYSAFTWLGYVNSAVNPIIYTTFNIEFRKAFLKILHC
#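 Tetracycline-induced HEK293 Trex cells with D2 receptor force-coupled to calcium signaling, plated overnight at 30 C and loaded with no-wash calcium dye. Calcium flux read kinetically for 180 s after compound addition; responses flag agonists.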
# D2 PAM: HTS Assay for Positive Allosteric Modulators of the Human D2 Dopamine Receptor: Primary Screen for Potentiators; HEK293 T-REx D2, calcium flux, EC20 dopamine potentiation; hit rate 0.34% among 340,000; D(2) dopamine receptor (Homo sapiens), P14416; AID 485347, 2010; potentiation, % at 10 µM;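 active = potentiation over 3 SD above the plate norm, cut at about 30% in these data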; also: 0% is about no effect
#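 Cells plated with tetracycline inducer and held overnight at 30 C; calcium dye loaded 30–90 min at room temperature; baseline taken, compound added and read 180 s; EC20 dopamine then added and read 180 s.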
# D2 antagonist: HTS Assay for Allosteric Antagonists of the Human D2 Dopamine Receptor: Primary Screen for Antagonists | HEK293 TREx D2 cells, calcium flux, dopamine EC80 | hit rate 2% among 340,000 | inhibition, % at 10 µM | AID 485344, 2010 | D(2) dopamine receptor (Homo sapiens), P14416; in the data active = inhibition above about 30%; also: 0% is about no effect
#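 Inhibition of EC80 dopamine-driven calcium flux, recorded kinetically, defines activity here; cells are a tetracycline-induced HEK293 T-REx line expressing force-coupled D2.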
# D1 potentiator: Potentiators of Human D1 Dopamine Receptor: qHTS; HEK293 TREx D1 cells, calcium flux, dopamine EC20 potentiation; D(1A) dopamine receptor (Homo sapiens), P21728; hit rate 0.036% among 360,000; potentiation, % at 10 µM; in the data active = potentiation above about 30%; also: 0% is about no effect
# TRHR PAM: qHTS for Small Molecule Agonists and Allosteric Enhancers of Human TRH Receptor: Primary Screen for Enhancers; TRHR cells, fluo-8 calcium fluorescence, EC20 TRH enhancement; enhancement, % at 2 µM; hit rate 0.66% among 360,000; AID 493056, 2011; Thyrotropin-releasing hormone receptor (Homo sapiens), P34981; in the data active = enhancement above about 30%; also: 0% is about no effect
# Target sequence (P34981 whole entry, looked up): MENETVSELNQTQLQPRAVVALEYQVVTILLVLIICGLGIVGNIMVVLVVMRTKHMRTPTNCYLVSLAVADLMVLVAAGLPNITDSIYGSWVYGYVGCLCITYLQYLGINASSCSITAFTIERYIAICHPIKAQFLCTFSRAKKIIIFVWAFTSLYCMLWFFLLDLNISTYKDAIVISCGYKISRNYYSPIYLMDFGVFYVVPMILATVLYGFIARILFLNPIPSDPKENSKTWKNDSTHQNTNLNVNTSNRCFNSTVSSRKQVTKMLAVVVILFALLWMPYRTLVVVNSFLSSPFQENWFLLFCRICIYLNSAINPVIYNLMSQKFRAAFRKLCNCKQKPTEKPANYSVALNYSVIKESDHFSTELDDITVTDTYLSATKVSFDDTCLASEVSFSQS
#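 Enhancer read-out: after compound pinning and an initial kinetic agonist-mode read, an EC20 of TRH (10 nM final) was injected and fluo-8 calcium signal (Ex 480/Em 530) followed at 1 s/cycle for 100 cycles in TRHR-expressing cells.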
# D1 antagonist: Antagonist of Human D 1 Dopamine Receptor: qHTS; AID 504652, 2011; hit rate 3.2% among 360,000; D(1A) dopamine receptor (Homo sapiens), P21728; HEK293 TREx D1 cells, calcium flux, dopamine EC80; stronger effect = lower value; activity change, negative = inhibition, % at 10 µM; in the data active = activity change below about -30%; also: % is scaled to controls: 0 for no effect and ±100 for the full control effect
#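 Cells carrying a force-coupled, tetracycline-inducible human D1 receptor report calcium flux. Each well gets a 10 s baseline, compound with 180 s monitoring, then an EC80 dopamine stimulus with a second 180 s kinetic read.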
# TRHR ag: qHTS for Small Molecule Agonists and Allosteric Enhancers of Human TRH Receptor: Primary Screen for Agonists. Thyrotropin-releasing hormone receptor (Homo sapiens), P34981. TRHR cells, calcium flux fluo-8, FDSS agonist mode. activation, % at 2 µM. hit rate 0.18% among 360,000; also: 0% is about no effect
#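 In this calcium-flux screen, cells bearing human TRHR are dye-loaded with fluo-8, baselined for 10 cycles, then exposed to library compounds; positive kinetic calcium responses during the agonist phase mark hits, with TRH as control.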
# Numbers without * were called inactive; ? = inconclusive; / = no result given; & = joins results of further samples. Rule as the data show it, unless noted: active = activation above about 30%; inactive = the rest.
SMILES,RXFP1 antag,D1 ag,D2 ag,D2 PAM,D2 antagonist,D1 potentiator,TRHR PAM,D1 antagonist,TRHR ag
Cc1ccc2cc3cc(C(=O)NCCN4CCOCC4)oc3nc2c1,-2,1,0.4,-23,3,1,1,3,-1.0
CC(=O)Nc1ccc(S(=O)(=O)NNC(=O)c2ccc(S(=O)(=O)N3CCCCC3)cc2)cc1,-3,3,-0.3,-8,-2,-9,-2,17,0.3
CCc1ccccc1NC(=O)c1c(NC(=O)c2ccccc2)sc2c1CCCC2,-9,1,-0.9,-4,/,0,-4,4,-0.8
O=C(CC(c1ccccc1)c1ccccc1)NCC1CCCO1 (centres undefined),-3,2,0.0,9,4,-4,-2,-17,-0.3
CS(=O)(=O)N(CC(=O)N1CCN(Cc2ccc3c(c2)OCO3)CC1)C1CCCCC1,10,1,0.8,2,0,-5,2,-2,0.0
COc1ccc(/C(=N/Nc2ncnc3ccccc23)C(=O)O)cc1,3,-3,2.3,-16,0,-2,4,-14,1.3
CS(=O)(=O)N(CC(=O)N1CCOCC1)Cc1ccc(Cl)cc1,-4,0,0.3,-3,-3,-5,0,-7,0.3
CC(C)CCNC(=O)c1cc2c(s1)-c1ccccc1S(=O)(=O)C2,-16,3,0.7,-22,-22,5,3,-28,-0.9
CCOC(=O)c1c(C2CC2)csc1NC(=O)COC(=O)CCS(=O)(=O)c1ccc(C)cc1,-1,12,0.0,0,2,-4,-1,-9,1.6
O=C1C2C3C=CC(CC3)C2C(=O)N1c1ccc(Cl)cc1Cl (centres undefined),-5,10,1.6,-3,-10,-3,3,-3,2.7
CCN(CC)S(=O)(=O)c1ccc(NC(=O)C2COc3ccccc3O2)cc1 (centres undefined),4,22,0.0,1,-10,4,3,1,-0.7
COC(=O)c1nc(C(=O)OC)c(C(=O)OC)nc1C(=O)OC,-2,1,0.1,-12,-1,-2,3,-18,-0.2
CCCCC(=O)Nc1c2c(nn1-c1cccc(C)c1C)CS(=O)(=O)C2,-1,0,0.3,-7,-3,3,-9,0,-0.4
CCc1cccc(NC(=O)Cn2c(=O)n(CCC(=O)NCC3CCCO3)c(=O)c3cc(OC)c(OC)cc32)c1 (centres undefined),2&-2,4&0,0.8&0.4,-1&0,-2,2,-3&-4,-2&17,0.1&-0.4
N=c1c2c(-c3ccccc3)c(-c3ccccc3)n(Cc3ccccc3)c2ncn1CCCn1ccnc1,-28,118*,-0.9,3,3,2,-3,-10,5.3
CCOc1cc(/C=C2/NC(=S)NC2=O)ccc1OCc1ccc([N+](=O)[O-])cc1,0,3,0.3,-4,/,-4,4,-11,-0.4
Cc1cccc(C(=O)NCC(=O)NCCSc2ccc(Br)cc2)c1,-2,1,-0.6,-7,-4,1,10,15,-0.9
Cc1n[nH]c(=O)c2c(NC(=O)CSc3nc4ccccc4c(=O)n3-c3ccc(OC(F)F)cc3)oc(C)c12,-9,2,-0.4,-2,-4,3,-2,-3,-0.2
COc1ccc(CC(=O)OCC(=O)NCc2ccc(Cl)cc2)cc1,5,2,2.0,11,7,0,-20,12,-0.2
O=C(COC(=O)Cc1ccccc1[N+](=O)[O-])NCC1CCCCC1,-4,1,-0.3,2,-1,0,-1,-19,-0.1
OC(CNCc1ccccc1F)(c1ccc(F)cc1)c1ccc(F)cc1,?,9,-0.8,16,-6,-16,-2,-4,0.0
CCOC(=O)N/N=C/c1ccc(OCCSc2ccc(Cl)cc2)c(OC)c1,-20,5,-1.1,7,-1,-3,-7,-26,-0.5
Cc1ccc2oc(=O)c3cc(C(=O)NCc4ccc(Cl)cc4)sc3c2c1,/,4,0.5,0,/,-2,-2,3,0.3
CCc1ccccc1NC(c1nnc(-c2cccc(F)c2)o1)c1ccc(F)cc1Cl (centres undefined),?,4,0.3,-5,/,1,-1,0,0.3
Cc1ccc(-c2nnn(CCC(=O)NC(C)(C)C)n2)cc1,9,0,0.6,0,19,-7,2,-7,0.8
CCN(CC)CC(C(=O)N(CC)CC)P(=O)(c1ccccc1)c1ccccc1 (centres undefined),-16,3,1.2,1,-4,-2,4,5,-0.9
Cc1ccccc1NC(=O)CCC(=O)N/N=C/c1ccc(F)cc1,-3,3,0.3,30,-9,-6,-7,3,-0.2
COc1cccc(NC(=O)CNC(=O)c2ccc([N+](=O)[O-])cc2)c1,-7,2,-1.3,-8,-15,5,5,-9,0.9
O=C(NCC1(c2ccccc2)CCCC1)C(=O)Nc1cccc(Br)c1,-10,-1,0.8,1,/,-3,5,-29,1.4
C=CCC1(O)C(=O)Nc2ccccc21 (centres undefined),-1,4,-1.0,11,8,3,-4,13,-1.0

# Whole records, quoted from the list:
# COc1cccc(NC(=O)CNC(=O)c2ccc([N+](=O)[O-])cc2)c1 reads RXFP1 antag = -7; D1 ag = 2; D2 ag = -1.3; D2 PAM = -8; D2 antagonist = -15; D1 potentiator = 5; TRHR PAM = 5; D1 antagonist = -9; TRHR ag = 0.9
# Cc1ccc2oc(=O)c3cc(C(=O)NCc4ccc(Cl)cc4)sc3c2c1 reads RXFP1 antag = /; D1 ag = 4; D2 ag = 0.5; D2 PAM = 0; D2 antagonist = /; D1 potentiator = -2; TRHR PAM = -2; D1 antagonist = 3; TRHR ag = 0.3
# OC(CNCc1ccccc1F)(c1ccc(F)cc1)c1ccc(F)cc1 reads RXFP1 antag = ?; D1 ag = 9; D2 ag = -0.8; D2 PAM = 16; D2 antagonist = -6; D1 potentiator = -16; TRHR PAM = -2; D1 antagonist = -4; TRHR ag = 0.0

# The listing continues.
SMILES,RXFP1 antag,D1 ag,D2 ag,D2 PAM,D2 antagonist,D1 potentiator,TRHR PAM,D1 antagonist,TRHR ag
CCc1ccc(-n2nc(CO)c(C(=O)NCCOC)n2)cc1,-2,-1,-0.8,/,/,3,-2,-6,0.0
CC1CC(C)CN(S(=O)(=O)c2ccc(NC(=O)CN3CCCCCC3)cc2)C1 (centres undefined),-12,-1,-0.2,-3,4,-5,9,-17,-0.1
COc1ccc(N(CC(=O)Nc2cc(C)on2)S(=O)(=O)c2ccc(Cl)cc2)cc1,-1,3,0.3,-5,0,-1,-4,11,0.1
O=C(CCN1CCN(c2ccccn2)CC1)Nc1ccc(F)cc1,-4,1,69*,-24,67*,-4,-2,6,-0.3
Cc1cccc(OCCn2cc(/C=N/NC(=O)c3ccncc3)c3ccccc32)c1,-30,-1,3.1,-16,5,0,-2,-15,-0.1
CC1CCN(C(=O)CSc2nnc(-c3ccco3)o2)CC1,/,2,-0.3,9,-5,/,2,-8,0.3
COc1ccc2c(c1)NC(C)(C)C=C2C,?,2,0.5,0,-9,10,-12,-7,0.3
O=C(c1ccco1)N1CCN(S(=O)(=O)c2ccc3c(c2)OCCO3)CC1,1,1,1.0,-1,30,4,-1,7,0.3
Cc1ccc2c(c1)C(=O)OC(C(=O)Nc1ccccc1C(=O)O)C2 (centres undefined),-12,4,-0.3,-6,/,2,-2,-5,-0.6
Cc1ccc(S(=O)(=O)c2nc(-c3ccccc3)oc2SCC(=O)NC2CCCCC2)cc1,-5,0,-0.1,4,/,1,-2,6,0.0
Cc1ccc(CNC(=O)c2ccc(-n3cnc4cccnc43)cc2)cc1,/,-1,0.2,6,/,-3,5,-7,-0.6
Cc1c(-c2ccncc2)oc2ccc(Br)cc2c1=O,/,0,0.2,7,-9,2,5,-15,0.1
N/C(=N\N=C\c1ccnc2ccccc12)SC1CC(=O)N(c2ccc(Br)cc2)C1=O (centres undefined),-1,-1,0.3,-9,13,-4,-4,5,0.3
Cc1ccc(-c2cccc(NC(=O)C3C(C(=O)O)[C@@H]4C=C[C@H]3C4)c2)o1 (some centres undefined),-16,2,-0.9,10,-2,8,-9,-19,-1.2
Cn1c(SCC(=O)OCC(=O)c2ccccc2)nnc1-c1cccs1,-7,0,-0.5,19,-6,-3,3,-2,-1.0
COc1ccc(-c2nc(C)c(CCNC(=O)Cc3ccc(F)cc3)s2)cc1OC,/,-1,1.0,5,/,-6,-1,10,-0.2
CCOc1cc(C#N)ccc1OCC(=O)NNC(=O)CC1CCS(=O)(=O)C1 (centres undefined),-9,4,0.4,5,-7,-4,1,5,0.0
COc1ccc2[nH]cc(CCNC(=O)C3CC(=O)N(c4ccc(Cl)cc4)C3)c2c1 (centres undefined),-8,3,0.1,8,5,-3,-5,12,-1.1
O=C(Cn1c(=O)n(-c2ccccc2Cl)c(=O)c2sc3ccccc3c21)NC1CCCCC1,/,39*,-1.1,9,/,0,-1,0,-1.4
COc1cccc(NC(=O)c2nn(-c3ccc(C)cc3)c(=O)n(C)c2=O)c1,0,2,0.2,-12,/,-4,1,-8,-0.5
O=C(NCCc1ccccn1)c1cccc(S(=O)(=O)N2CCCCCC2)c1,0,0,0.8,-7,7,-3,-3,1,0.3
CC(Sc1nc2c(c(=O)[nH]1)CCCC2)C(=O)Nc1cc(C(F)(F)F)ccc1Cl (centres undefined),-6,0,1.0,-14,/,0,3,13,0.6
CCOc1ccc(NC(=O)CCC(=O)Oc2ccc(C)cc2)cc1,-8,1,0.8,-2,14,0,-2,2,-0.5
COc1ccc(C(=O)NCC(=O)OCC(=O)N2CCN(S(=O)(=O)c3ccccc3)CC2)cc1,14,1,-0.6,1,-1,-4,-4,-3,-1.3
O=[N+]([O-])c1cc(-c2nc(-c3ccccc3)no2)ccc1N1CCOCC1,/,-2,-1.3,-8,/,-3,-3,-18,-0.6
Clc1ccc(CN(Cc2ccccc2)C(c2cccs2)c2nnnn2C2CCCC2)cc1 (centres undefined),-9,1,0.6,-9,22,-7,-1,13,0.5
O=C(c1ccc(C23CC4CC(CC(C4)C2)C3)o1)N1CCOCC1,-13,5,2.5,-7,-17,0,-4,-9,0.2
CCOC(=O)c1c(S(=O)(=O)N2CCN(C3CCCCC3)CC2)c(C)n(C)c1C,19,1,-0.9,15,23,-4,-1,-3,0.0
O=C(CSc1n[nH]c(-c2ccncc2)n1)Nc1ccc(Cl)c(C(=O)O)c1,11,-2,0.6,2,-13,5,7,-15,0.0
CC(C)Cc1ccc(CN2CCCC(NC(=O)CCN3CCCCC3=O)C2)cc1 (centres undefined),-17,5,0.6,-4,-6,-4,-7,-3,0.4
CCn1c(/C=C/c2cc[n+](C)cc2)nc2ccccc21,27,5,1.5,4,2,-7,-5,0,1.2
Cc1ccc(C)n1-c1sc2c(c1C(=O)O)CCCC2,-33,1,0.6,-16,5,1,2,3,0.2
